Screening data as filed in PubChem.
EPAC2 agonist – activates human EPAC2 exchange factor | Potency, µM (titrated, usually from 154 µM), for the others: at the top dose activation, hits mostly activators | EPAC2 activation, biochemical qHTS; response scale: 100% = 6.5 mM cAMP response | AID 720711 | 360,000 tested, 0.079% active | Q8WZA2; also: potency is read from the fitted curve at half-maximal effect; nearly all actives have a fitted effect of over 50% in size
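Nucleotide exchange monitored as fluorescence drop when BODIPY-GDP leaves Rap1B. Reaction: 100 nM EPAC2, 250 nM RAP1B-BODIPY-GDP, 50 uM GDP, room temperature, kinetic read over 30 min. Activity expressed relative to 6.5 mM cAMP.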
D3 antag – antagonists of human D3 dopamine receptor. 360,000 tested, 2.5% active. D3R cells, DiscoveRx beta-arrestin luminescence, antagonist mode; active compounds read low. P35462. AID 652054. max response, negative = inhibition, %; in the data active = max response below about -50%; inconclusive = no clear call, values can overlap the other calls; also: % is scaled to controls: 0 for no effect and ±100 for the full control effect; mostly tested at two doses, the higher about 12 µM
Target sequence (P35462 whole entry, looked up): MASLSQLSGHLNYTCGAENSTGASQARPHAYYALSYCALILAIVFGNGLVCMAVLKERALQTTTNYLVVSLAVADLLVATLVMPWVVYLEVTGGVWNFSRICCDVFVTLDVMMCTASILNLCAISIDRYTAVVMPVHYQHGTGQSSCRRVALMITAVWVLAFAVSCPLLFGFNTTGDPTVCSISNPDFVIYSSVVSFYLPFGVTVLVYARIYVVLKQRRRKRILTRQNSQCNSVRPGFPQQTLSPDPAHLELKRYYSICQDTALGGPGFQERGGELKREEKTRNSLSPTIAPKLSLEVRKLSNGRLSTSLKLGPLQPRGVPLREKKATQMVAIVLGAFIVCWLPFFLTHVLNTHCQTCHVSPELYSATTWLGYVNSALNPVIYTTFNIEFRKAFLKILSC
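Cells plated overnight at 1500 cells/well, then exposed to library compounds with dopamine controls for 90 minutes at 37 degrees C. DiscoveRx reagent added for 30–60 minutes at room temperature; luminescence read, quantitative HTS format.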
Abeta yeast res – compounds reversing amyloid beta toxicity in yeast; yeast expressing A-beta42, growth rescue, OD600, 48 h; response scale: 0% DMSO, 100% iron-clioquinol control; Potency, µM (titrated, usually from 46.1 µM), inactives show at the top dose growth rescue, usual class: activators; 410,000 tested, 0.063% active; AID 1347071; also: potency is read from the fitted curve at half-maximal effect; nearly all actives have a fitted effect of over 55% in size
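Growth rescue measured by 600 nm absorbance after 48 h yeast culture at 30 C with compound. Values normalized between DMSO and an equimolar ferric chloride plus clioquinol control.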
D3 ag – activates the human D3 dopamine receptor. P35462. D3R DiscoveRx beta-arrestin cells, luminescence, 90 min. max activation, %. 410,000 tested, 0.58% active; in the data active = max activation above about 30%; also: 0% is about no effect; mostly tested at two doses, the higher about 12 µM
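Agonist-mode cell screen: cells plated at 1500/well and incubated overnight at 37 °C, then exposed to library compounds for 90 min at 37 °C. Detection reagent was added for 30–60 min at room temperature, and luminescence was read.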
TDP43 rescue – TDP-43 toxicity inhibition in yeast. TDP-43 expressing yeast growth rescue, BacTiter-Glo, 24 h. AID 652104. 410,000 tested, 1.8% active. Potency, µM (titrated, usually from 46.1 µM), inactives show at the top dose growth rescue (activation), hits mostly activators; also: potency is read from the fitted curve at half-maximal effect; % of control where 0% means no effect; nearly all actives have a fitted effect of over 50% in size
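Galactose-induced TDP-43 yeast, OD600=0.02, compound pinned; 24 hr, 30 deg C; BacTiter-Glo luminescence for growth. Inhibitors of TDP-43 toxicity read as activators.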
FUS suppressor – rescues growth of FUS-expressing yeast | AID 1347120 | S. cerevisiae FUS-expressing, growth rescue, OD600, 24 h | Potency, µM (highest dose often 76.6 µM), for the others: top-dose growth rescue (activation), most hits filed as activators | 390,000 tested, 0.24% active;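 also: potency is read from the fitted curve at half-maximal effect; plate controls were DMSO vehicle for no effect and reference control for full effect; nearly all actives have a fitted effect of over 55% in size; some results filed as inactive show a strong effect at the top dose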
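Read-out: OD at 600 nm after 24hr at 30C, reporting rescue of FUS-induced yeast toxicity. Cells at OD 0.005 in galactose (2%) minimal medium; compounds tested in a dilution series; CP55940 titration from 92uM final as control.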
aSyn yeast inh – alpha-synuclein toxicity inhibition in yeast; Yeast expressing alpha-synuclein, growth rescue, BacTiter-Glo, 24 h; Potency, µM (series often up to 46.1 µM), for inactives: at the top dose growth rescue (activation), usual class: activators; 370,000 tested, 0.14% active; AID 652106; also: potency is read from the fitted curve at half-maximal effect; % of control where 0% means no effect; nearly all actives have a fitted effect of over 65% in size
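Rescue of yeast growth: cells expressing toxic alpha-synuclein, induced in galactose at OD600 0.02, incubated with compound 24 h at 30 C. ATP luminescence quantified growth; inhibitors of toxicity appear as activators.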
EPAC2 antag – antagonists of human EPAC2; Q8WZA2; EPAC2 GEF exchange of Rap1B-BODIPY-GDP, fluorescence; Potency, µM (highest dose often 114 µM), for inactives: at the top dose activity, negative = inhibition, hits mostly inhibitors; 360,000 tested, 0.18% active; AID 720708; also: potency is read from the fitted curve at half-maximal effect; % is scaled to controls: 0 for no effect and ±100 for the full control effect; nearly all actives have a fitted effect of over 45% in size; many of its hits are not listed in these tables
The depositor's hits bear a star; ? = inconclusive; . = no result given; & = joins results of further samples; [ ] = dose if it differs, or a comment. Unless noted, calls follow the shape of the dose curve; as a rule, active = well fitted curve in the direction sought with a large enough effect; inconclusive = small, poorly fitted or top-dose-only effect, or another doubt; inactive = no such curve, though single readings can be large; an effect the other way counts as inactive or inconclusive. Not all compounds are listed. The share of hits here may be higher or lower than overall.

SMILES	EPAC2 agonist	D3 antag	Abeta yeast res	D3 ag	TDP43 rescue	FUS suppressor	aSyn yeast inh	EPAC2 antag
CCN(CC(=O)Nc1c(F)cccc1F)C(=O)C1Cc2ccccc2CN1S(=O)(=O)CC (stereo unspecified)	4%	-6	11%	4	5%	23%	-6%	7%
CC1CCN(Cc2cc(=O)oc3ccc4ccccc4c23)CC1	-5%	12	2%	13	-9%	4%	3%	?
C/C(=N\NC(=O)c1cccc(O)c1)c1ccc(NC(=O)Cc2ccccc2)cc1	-8%	-20	-15%	-3	-9%	.	1%	14%
CN1CCN(C(=O)CN(c2ccccc2)S(=O)(=O)N(C)C)CC1	9%	5	8%	3	-6%[9.22 µM]	-10%	-9%	-6%
Clc1ccc(CNC23CN4CN(CN(C4)C2)C3)c(Cl)c1	16%	3	-2%	1	4%	-10%	-2%	-1%
Cc1cc(C)c(Cn2c(C)c(CNCc3ccccc3C)c(C(=O)O)c2C)c(C)c1	.	.	6%	-15	-25%	31%	.	.
COc1ccc(NC2CCCN(C(=O)CCc3ccncc3)C2)cc1OC (stereo unspecified)	-1%	16	9%	-9	4%	12%	1%	2%
Cc1ccnc2nc(C(=O)NCCc3ccc(F)cc3)nn12	5%	-17	5%	-1	-14%	-14%	-5%	0%
Cc1cc(F)ccc1S(=O)(=O)N(CC(=O)N1CCOCC1)CC(=O)N1CCOCC1	8%	1	-11%	4	-25%	19%	-4%	18%
CC(OC(=O)C1CCN(S(=O)(=O)c2ccc(Cl)cc2)CC1)C(=O)NC1CCCCC1C (stereo unspecified)	4%	-14	-13%	-7	16%	27%	-1%	-6%
CC(=O)NCCNC(=O)C1Cc2c(-c3ccc4c(c3)OCO4)ccnc2O1 (stereo unspecified)	8%	13	-4%	8	23%	-19%	1%	16%
CCOC(=O)/C(=C\c1cccnc1)C(=O)c1cc(C(C)=O)c(Nc2ccccc2)s1	4%	-130*	-67%[inhibitor]	-30	3.2µM*	.	-21%	-2%
O=C(O)C=C(Br)Br	8%	3	-5%	7	14%	-15%	-5%	10%
COc1ccc(-c2n[nH]c(C)c2-c2ccccc2OC)c(O)c1	2%	7	?	10	-2%	?	4%	?
COCc1nnc(NC(=O)c2ccc(S(=O)(=O)N(CC(C)C)CC(C)C)cc2)o1	-12%	9	?	7	?	13%	?	-8%
COc1cc(/C=N/N=C(/N)c2nonc2N)cc(Br)c1OCc1cccc(C)c1	6%	23	1%	-2	15%	?	-6%	-2%
O=[N+]([O-])c1cccc(-c2ccc3nnc(SCc4ccccn4)n3n2)c1	-7%	10	1%	4	6%	-7%	1%	9%
Cc1ccc(C2CCN(C(=O)c3cnn(-c4ccc(C)c(C)c4)c3C3CCN(C(=O)OC(C)(C)C)CC3)C2)cc1 (stereo unspecified)	.	.	1%	6	-1%	3%	.	.
CN(c1ccccc1)S(=O)(=O)c1cccc(C(=O)N2CCN(c3ccccn3)CC2)c1	-82%[15.6 µM]	32	2%	-13	-19%	11%	-11%	9%
COc1ccccc1NC(=O)NCCCN1CCN(c2ccc(F)cc2)CC1	.	.	-27%	-21	5%	-30%	.	.
COc1ccc(C(=O)N/C(=C\c2ccc3c(c2)OCO3)C(=O)NCCc2nc3ccccc3[nH]2)cc1	1%	9	-11%	-8	-5%	.	-1%	9%
COc1ccccc1Oc1ccccc1C(=O)O	10%	-7	5%	1	6%	21%	7%	-6%
CCC(=O)c1cn(CC(=O)Nc2cccc(OC)c2)c2ccccc12	-1%	10	3%	-7	-7%[1.82 µM]	9%	2%	-16%
C#CCNC(=O)C1=C[C@@H](C2CCCCC2)C[C@@H](OCc2ccc(CO)cc2)O1	8%	17	16%	0	29%	18%	10%	-13%
COc1ccc(-c2cc(C#N)nc(N3CCN(c4ccccc4)CC3)n2)cc1	0%	11	3%	-15	3%	0%	1%	-1%
SMILES	EPAC2 agonist	D3 antag	Abeta yeast res	D3 ag	TDP43 rescue	FUS suppressor	aSyn yeast inh	EPAC2 antag
C=CCNC(=O)C1CCC(CNc2nc(=S)[nH]c3ccccc23)CC1 (stereo unspecified)	0%	5	-11%	2	14%	-19%	4%	-3%
Cc1ccc(-n2ncc3c(NC4CCCC4)ncnc32)cc1	.	.	6%	3	1.3µM*	24%	.	.
CCCc1ccc(-c2c(C)sc(N)c2C#N)cc1	3%	-7	-1%	5	?	16%	15%	-5%
Cc1ccc(-n2nc3c(=O)n(CCCC(=O)NCCc4ccccc4)nc(C)c3c2C)cc1	-3%	-14	-15%&2%	-9&4	-13%&16%	18%&11%	-5%	-7%
COCCCn1[nH]c2c3c(ccc2c1=O)C(=O)c1ccccc1C3=O	6%	?	-29%	-12	13%	13%	-2%	-4%
COc1ccc(NS(=O)(=O)c2ccc(C)c(C(=O)N(C)Cc3ccc(C)cc3)c2)cc1	1%	0	22%	-3	-2%	21%	2%	-23%
CCn1nc(C)cc1Nc1ccccc1	-2%	17	12%	0	13%	-3%	.	-1%
COc1cc(S(=O)(=O)N(C)Cc2ccc3c(c2)OCCO3)ccc1NC(C)=O	11%	-6	6%	0	7%	12%	1%	2%
CCC(C)Nc1ncnc2c1cnn2-c1ccc(F)cc1 (stereo unspecified)	.	.	10%	4	?	-10%	.	.
COc1ccc(S(=O)(=O)NC(C)C(=O)NCc2cccnc2)cc1OC (stereo unspecified)	-2%	-1	-10%	-35	-14%	8%	6%	10%
COc1ccc(C(=O)N/N=C/c2ccc(OC)c(CN3CCCc4ccccc43)c2)cc1	12%	-7	20%	-3	20%	21%	-2%	0%
O=C1COc2ccc(S(=O)(=O)N3CCN(c4cccc(C(F)(F)F)c4)CC3)cc2N1	-7%	19	2%	-4	-9%	18%	-2%	24%
COc1ccccc1OCCNC(=O)c1ccc(C)c(S(=O)(=O)N2CCOCC2)c1	-1%	9	-16%	0	-29%	4%	0%	9%
O=C(COC(=O)c1cccc(Cl)c1)NC(=O)NCc1ccccc1	10%	0	37%	-1	8%	-11%	2%	-3%
CC(C)(C#CCN1CCCCC1)OCCOC(c1ccccc1)c1ccccc1	?	-12	-3%	-32	0%	11%	1%	4%
COCCNC(=S)N(CCc1c(C)[nH]c2ccc(F)cc12)Cc1cccnc1	10%	-14	23%	-5	9%	-10%	0%	1%
CS(=O)(=O)Nc1ccc(C2=NN(S(=O)(=O)c3ccc(F)cc3)C(c3ccco3)C2)cc1 (stereo unspecified)	20%	-7	-1%	2	19%	15%	-2%	-6%
NC(=O)CSc1nc(N)c2c3c(sc2n1)CCCCC3	-1%	-11	14%	1	21%	13%	5%	-2%
O=C(Nc1ccc(N2CCOCC2)c(Cl)c1)C1CCCCC1	-4%	6	19%	-3	0%	16%	-8%	2%
O=C(Cn1nnc2ccccc21)Nc1ccccc1[N+](=O)[O-]	14%	?	-24%	-7	-25%	-38%[inhibitor]	-9%	7%
Cn1cccc1P(=O)(c1cccn1C)c1cccn1C	1%	-11	4%	-4	-13%	-4%	0%	-1%
Cc1ccc(C2CC(=O)N(Cc3ccccc3F)c3c2c(C)nn3-c2nc(C)cc(C)n2)cc1 (stereo unspecified)	.	.	16%	-22	23%[9.22 µM]	25%	.	.
C/C(=N/NC(=O)c1sc(NS(=O)(=O)c2ccccc2)nc1C)c1ccc(F)cc1	-13%	-11	8%	-2	24%	-3%	-2%	-1%
c1ccc(Nc2nnc(-c3cccnc3)s2)cc1	0%	-25	-8%	-3	?	-3%	-1%	11%
O=C(/C=C/c1ccc([N+](=O)[O-])cc1)c1cccs1	6%	-10	-25%	-3	6%	-9%	9%	1%
SMILES	EPAC2 agonist	D3 antag	Abeta yeast res	D3 ag	TDP43 rescue	FUS suppressor	aSyn yeast inh	EPAC2 antag
COc1ccccc1-n1c(SC)nc2c(sc(=S)n2-c2ccccc2)c1=O	8%	3	-4%	7	-11%	0%	-2%	-4%
CCCCCCN1C[C@H](O)[C@@H](n2cc(-c3ccc(F)cc3)nn2)C[C@@H]1c1ccc(Cl)cc1	14%	-8	-6%	-10	-77%[inhibitor]	35%	-5%	-10%
CCCc1nc(NC2CCCCC2)c(C#N)c2c1COC(C)(C)C2	7%	-20	0%	1	-23%	-9%	-20%	-1%
COc1ccc(/C=N/Nc2nc(Nc3ccccc3)nc(N3CCCC3)n2)cc1	3%	1	26%	3	8%[9.22 µM]	?	2%	14%
COc1ccc(N2CC(C(=O)N3CCOCC3)CC2=O)cc1 (stereo unspecified)	4%	2	5%	12	6%	-8%	-4%	2%
COc1cccc(CNC(=O)[C@@H]2CCCN2C(=O)[C@@H]2CCCN2C(=O)c2cccs2)c1	4%	6	5%	-11	10%	6%	5%	6%
CC1CCN(CC(=O)Nc2sc3c(c2C#N)CCC3)CC1	7%	3	0%	-1	-14%	-6%	-18%	49%[activator][57.1 µM]
CN(CCCN1CCOCC1)C(=O)c1cc(COc2c(F)cccc2F)on1	8%	-12	0%	-17	-16%	.	-4%	10%
CCc1cc(C(=O)N(C)CC(=O)Nc2c(Cl)cccc2Cl)sc1C	4%	-17	3%	3	13%	.	1%	-1%
COc1ccc(Nc2nc(-c3ccccc3O)nc3ccccc23)cc1	20%	10	-6%	0	?	18%	-26%	-3%
C=CCNC(=O)c1c(CSc2ccccc2)noc1C(=O)NCc1ccccc1	17%	-18	4%	-1	21%	27%	5%	4%
Cc1ccc(NC(=S)NCc2cccnc2)cc1	12%	-3	-9%	-5	3%	-6%	-12%	-4%
CCOC(=O)c1nn(-c2ccc(OCC)cc2)c2nc(-c3ccco3)c(C#N)c(=O)n12	-4%	15	12%	14	-12%	-3%	1%	10%
CCCCn1cnc2cc(NCc3ccncc3)ccc21	11%	18	4%	-2	-29%	4%	-1%	-1%
CC(C)c1onc(C(=O)N2CCN(c3ccccc3)CC2)c1[N+](=O)[O-]	11%	-4	-11%	-4	22%	-25%	8%	-7%
Cc1cc(/C=C(\C#N)C(=O)NCc2ccccc2)cc(C)c1O	6%	-1	-5%	-3	-4%	6%	1%	0%

Reformatted bar-delimited: entries from further up.
molecule | EPAC2 agonist | D3 antag | Abeta yeast res | D3 ag | TDP43 rescue | FUS suppressor | aSyn yeast inh | EPAC2 antag
COc1ccc(Nc2nc(-c3ccccc3O)nc3ccccc23)cc1 | 20% | 10 | -6% | 0 | ? | 18% | -26% | -3%
C=CCNC(=O)c1c(CSc2ccccc2)noc1C(=O)NCc1ccccc1 | 17% | -18 | 4% | -1 | 21% | 27% | 5% | 4%
Cc1ccc(NC(=S)NCc2cccnc2)cc1 | 12% | -3 | -9% | -5 | 3% | -6% | -12% | -4%
